Compound activity: PubChem BioAssay, The Scripps Research Institute Molecular Screening Center
ARFGAP1 inh – rat ARFGAP1 inhibition; Q62848; Arfgap1-stimulated ARF1 GTP hydrolysis, GDP FP detection; inhibition, % at 16.5 µM; 0.26% of 360,000 active;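 active = inhibition above a per-plate limit, mean inhibition of low control wells plus 3 SD, cut at about 25% in these data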;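 note: 0% = DMSO wells with enzyme and 100% = wells lacking Arfgap1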
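Replicates: Single well per compound | Assay system: Truncated rat Arfgap1 GAP domain | Control set: No-Arfgap1 wells (100%) versus DMSO full-reaction wells (0%) | Times: Enzyme reaction 120 min at 25 °C after 20 min preincubation | Reagent: Human ARF1(Δ1-17)-GTP substrate | Measured by: Tracer-displacement fluorescence polarization with EDTA stop, 620/688 nm | Measure: Percent inhibition of Arfgap1-stimulated GTP hydrolysis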
KLK7 zymogen act – proKLK7 (human) activation, primary screen; 0.9% of 370,000 active; activation, % at 7 µM; purified proKLK7, EDANS-DABCYL substrate fluorescence; 100% is mature enzyme control, 0% vehicle; AID 652039; P49862;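 active = activation above the mean of all tested compounds plus 3 SD, computed per campaign excluding outliers beyond control limits, cut at about 13% in these data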
PLC-gamma1 inh – blocks human PLC-gamma1 enzyme activity. P19174. purified PLC-gamma1, fluorogenic substrate, fluorescence. inhibition, % at 12.2 µM. 0.84% of 370,000 active. AID 720700; in the data active = inhibition above about 9.5%
LEDGF integ inh – blocks HIV-1 LEDGF/p75-dependent DNA integration; TR-FRET IN-LEDGF/p75 DNA integration, Eu/Cy5; inhibition, % at 3.7 µM; 0.64% of 370,000 active;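 active = inhibition above the screen-wide mean plus 3 SD, cut at about 13% in these data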;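 note: signal is the Cy5 over europium emission ratio at 671 and 618 nm; 0% = plate median of compound wells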
ADAM10 inh – inhibitors of human ADAM10; 0.62% of 370,000 active; O14672; inhibition, % at 7 µM; AID 720582; recombinant ADAM10, EDANS/DABCYL FRET peptide cleavage, 3 h;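 active = inhibition above a per-campaign cutoff equal to the mean of compounds falling between control-based bounds plus 3 SD, cut at about 20% in these data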;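 note: 0% = DMSO wells while the 100% control is not disclosed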
ASAP1 inh – ASAP1 ArfGAP inhibition | inhibition, % at 16.5 µM | ASAP1-stimulated ARF1 GTP hydrolysis, GDP FP detection | 0.19% of 360,000 active; in the data active = inhibition above about 25%;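 note: 0% = vehicle with enzyme and substrate and 100% = no enzyme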
Target sequence (Q9ULH1 325-724 limits assumed): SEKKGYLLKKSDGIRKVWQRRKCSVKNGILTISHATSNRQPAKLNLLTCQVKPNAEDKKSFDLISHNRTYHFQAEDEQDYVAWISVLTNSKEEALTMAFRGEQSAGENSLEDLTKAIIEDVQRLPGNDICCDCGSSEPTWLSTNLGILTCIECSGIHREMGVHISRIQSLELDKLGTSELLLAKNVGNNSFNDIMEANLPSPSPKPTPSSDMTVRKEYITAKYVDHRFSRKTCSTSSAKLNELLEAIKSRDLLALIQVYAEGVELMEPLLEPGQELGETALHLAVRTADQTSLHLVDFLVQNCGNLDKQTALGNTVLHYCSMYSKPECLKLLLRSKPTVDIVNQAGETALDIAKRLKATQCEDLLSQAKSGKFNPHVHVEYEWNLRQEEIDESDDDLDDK
TDP2 absorb – blocks human TDP2 phosphodiesterase activity; O95551; recombinant TDP2, T5PNP hydrolysis, p-nitrophenol absorbance 415 nm; inhibition, % at 12.8 µM; 0.34% of 370,000 active; AID 720702;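 active = inhibition above the mean of all tested compounds plus 3 SD, set per campaign, cut at about 25% in these data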;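 note: 0% = DMSO with enzyme and 100% = buffer with substrate but no TDP2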
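Assay system: Recombinant human TDP2 | Quantity: 120 nM TDP2 per well | Incubation: 2 h at 37 °C | Signal: Epi absorbance | Evaluation: Percent inhibition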
DDE Tn6 FP inh – disrupts Tn6 cyclic peptide binding to fibrin D-Dimer-E complex; P02675; Fibrin DD(E) TRITC-Tn6 fluorescence polarization displacement; inhibition, % at 8.3 µM; 0.21% of 370,000 active;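 active = inhibition above a per-campaign cutoff: mean of compounds within control limits plus 3 SD, cut at about 15% in these data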;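 note: 0% = median of all compound wells on the plate and 100% = blocking peptide control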
Target sequence (P02675 whole entry, looked up): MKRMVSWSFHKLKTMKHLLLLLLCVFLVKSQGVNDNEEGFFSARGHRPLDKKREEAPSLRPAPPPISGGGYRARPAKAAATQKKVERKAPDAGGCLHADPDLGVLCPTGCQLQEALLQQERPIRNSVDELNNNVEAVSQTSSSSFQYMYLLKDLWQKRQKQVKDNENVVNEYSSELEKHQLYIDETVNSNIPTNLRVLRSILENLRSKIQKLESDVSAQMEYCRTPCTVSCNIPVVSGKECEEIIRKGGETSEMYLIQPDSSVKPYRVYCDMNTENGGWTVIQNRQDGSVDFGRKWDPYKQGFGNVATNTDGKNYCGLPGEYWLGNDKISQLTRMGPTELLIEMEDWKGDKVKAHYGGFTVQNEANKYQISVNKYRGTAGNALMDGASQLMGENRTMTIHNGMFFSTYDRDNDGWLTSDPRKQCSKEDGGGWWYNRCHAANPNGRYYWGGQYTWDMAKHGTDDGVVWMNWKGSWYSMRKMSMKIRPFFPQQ
ADAM17 inh – inhibits human ADAM17; P78536; recombinant ADAM17, EDANS/DABCYL FRET peptide cleavage; inhibition, % at 6.95 µM; 0.83% of 370,000 active; AID 720648;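 active = inhibition above the mean of compounds lying between control limits plus 3 SD, set per campaign, cut at about 8.5% in these data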;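 note: 0% = DMSO-only wells as the low control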
DDE Tn7 FP inh – DD(E)-Tn7 binding inhibition, primary FP screen | P02675 | FP displacement of FITC-Tn7 peptide from fibrin DD(E); 0% = median of compound wells per plate | inhibition, % at 8.3 µM | 0.13% of 370,000 active;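 active = inhibition above the mean of compounds falling within the control limits plus 3 SD of them, cut at about 14% in these data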;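 note: 0% = plate median of compound wells and 100% = 10 µM Aha-Tn7 peptide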
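Test system: human clot-derived fibrin DD(E) complex / Quantity: 2 µM final DD(E) protein / Incubation: 10 min plus 3 h, room temperature / Measured by: fluorescence polarization / Benchmarks: high control of 10 µM Aha-Tn7 peptide / Replicates: singlicate testing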
* hit, by the source's call; · = not tested or not shown. Compounds were not picked by outcome; about 4.2% have a hit in one of these screens.

item	Structure	TDP2 absorb	DDE Tn7 FP inh	ASAP1 inh	KLK7 zymogen act	PLC-gamma1 inh	LEDGF integ inh	ADAM17 inh	ARFGAP1 inh	DDE Tn6 FP inh	ADAM10 inh
1	CN(Cc1ccccc1)c1nc(N)nc(Cl)c1C=O	-5	-5	6	-0.2	-2	5	0	3	-10	10
2	O=C(CCc1nc2ccccc2[nH]1)NC1CCCCC1	-4	2	3	0.2	0	-4	-3	-4	-2	-10
3	OCCCc1nc2ccccc2[nH]1	3	-3	-2	0.6	3	-1	0	6	5	4
4	CCOc1ccc(N(CC(=O)Nc2ccc(C)c(C)c2)S(=O)(=O)c2c(C)[nH]c(=O)[nH]c2=O)cc1	9	4	2	0.3	-1	2	-2	-7	3	4
5	COC(=O)c1cc(S(=O)(=O)N2CCC(c3cc(OC)ccc3OC)C2)c[nH]1 (configuration not stated)	3	-10	2	0.1	-2	0	-4	5	-7	-2
6	CCn1nc(C)c(CN2CCN(Cc3cccc(OC)c3)C(CCO)C2)c1C (configuration not stated)	6	-2	-6	0.0	-1	-4	-7	7	-2	-4
7	COc1ccc(NC(=O)C2CCN(C(=O)C3CC(=O)N(c4ccc(C)cc4)C3)CC2)cc1 (configuration not stated)	0	7	0	0.0	-2	-4	-5	-7	-5	6
8	COc1ccc(CCNC(=O)Cc2cc(OC)c(OC)cc2Br)cc1OC	-10	-1	-7	-1.0	1	2	3	6	1	2
9	COCC(=O)N/N=C\c1ccccc1OC/C=C/c1ccccc1	-1	4	-1	-0.1	1	0	1	-2	3	6
10	CSc1ccc(S(=O)(=O)NCc2ccc(C)cc2)cc1	-16	2	-17	-0.3	-1	3	4	4	-5	18

Retrieved by compound from above:
item	Structure	TDP2 absorb	DDE Tn7 FP inh	ASAP1 inh	KLK7 zymogen act	PLC-gamma1 inh	LEDGF integ inh	ADAM17 inh	ARFGAP1 inh	DDE Tn6 FP inh	ADAM10 inh
7	COc1ccc(NC(=O)C2CCN(C(=O)C3CC(=O)N(c4ccc(C)cc4)C3)CC2)cc1 (configuration not stated)	0	7	0	0.0	-2	-4	-5	-7	-5	6
8	COc1ccc(CCNC(=O)Cc2cc(OC)c(OC)cc2Br)cc1OC	-10	-1	-7	-1.0	1	2	3	6	1	2
3	OCCCc1nc2ccccc2[nH]1	3	-3	-2	0.6	3	-1	0	6	5	4
4	CCOc1ccc(N(CC(=O)Nc2ccc(C)c(C)c2)S(=O)(=O)c2c(C)[nH]c(=O)[nH]c2=O)cc1	9	4	2	0.3	-1	2	-2	-7	3	4

Carrying on.
item	Structure	TDP2 absorb	DDE Tn7 FP inh	ASAP1 inh	KLK7 zymogen act	PLC-gamma1 inh	LEDGF integ inh	ADAM17 inh	ARFGAP1 inh	DDE Tn6 FP inh	ADAM10 inh
11	CC1CCCN(c2ccc(C(=O)NCc3cccs3)cn2)C1 (configuration not stated)	0	0	-1	0.0	-8	-1	-3	-2	-5	1
12	Cc1cccc(C(=O)N2CCC(c3nc4ccccc4s3)CC2)c1	2	5	3	-0.4	0	-3	-2	3	1	-7
13	CC(C)(C)OC(=O)N1CCC(CNC(=O)c2ccccc2)CC1	-4	-5	0	-0.2	-1	5	-3	3	2	4
14	CCN1CCN(CC(=O)Nc2cc(C)on2)CC1	-1	6	3	0.5	2	0	-2	-3	-2	-16
15	Cc1ccccc1OCC(=O)N/N=C/c1ccc(N(C)C)cc1	-9	-2	-2	-2.3	-38	1	-85	0	7	-258
16	CCOc1ccc(-c2c(C(=O)N/N=C(\C)c3ccccc3OC)nnn2-c2nonc2N)cc1	-6	0	4	-0.1	-2	-1	-3	10	-11	13
17	CN(C)CCNC(=O)Cn1ccc2cc(S(=O)(=O)N3CCCCCC3)ccc21	-8	-5	6	0.6	3	-3	8	3	3	-1
18	C/C(CC(=O)NC1CCCCC1)=N\NC(=O)c1ccccc1C	16	6	0	0.1	0	1	-2	-2	0	-1
19	Cc1ccc2c(CC(=O)NNC(=O)c3ccccc3)coc2c1	3	-1	-6	0.1	3	0	1	6	4	-1
20	CC(C)[C@H](NC(=O)c1ccccc1Cl)C(=O)OCc1cc(=O)n2cc(Br)ccc2n1	7	3	1	-0.3	-1	-3	-8	-1	-1	-1
21	O=c1[nH]c(N2CCCCCC2)nc2ncn(Cc3ccccc3)c12	8	0	1	-0.1	-2	-7	-2	-10	-7	-3
22	O=C(CCN1C(=O)C2CC=CCC2C1=O)N1CCN(c2ccccn2)CC1 (configuration not stated)	5	-2	-1	-0.1	0	-2	-8	0	4	-9
23	COC(=O)c1cc(NC(=O)CC2NC3CCCCC3NC2=O)cc(C(=O)OC)c1 (configuration not stated)	-6	-7	4	0.8	1	-3	-4	2	1	-6
24	Cc1ccc2cccc(OCC(=O)N3CC(C)CC(C)C3)c2n1 (configuration not stated)	-9	-6	5	1.0	-23	3	-1	-6	-5	-18
25	Cc1c(C(=O)Nc2ccc3c(c2)OCO3)sc2ncn(CC(=O)N3CC(C)CC(C)C3)c(=O)c12 (configuration not stated)	3	-5	8	-0.3	1	4	-2	8	0	0
26	CC(=O)C1=C(C)OC(N)=C(C#N)C1c1cccc2ccccc12 (configuration not stated)	18	5	-10	2.1	-11	3	-2	9	1	-8
27	COc1cccc(-c2ccc(C#N)c(OC(=O)c3c(Cl)cccc3Cl)n2)c1	3	2	1	-4.6	-17	3	-27	-3	-9	-76
28	O=C(COC(=O)c1ccccc1Cl)NC1CCCCCCC1	-18	-1	11	0.0	9	-1	-5	19	-1	-1
29	CC(C)c1ccc(CC(=O)N2CCC2(C)C(=O)Nc2cccc(C#N)c2)cc1 (configuration not stated)	-2	-2	16	-0.2	-1	-1	0	2	7	6
30	CNC(=S)NCCCc1ccccc1	-9	-2	-1	0.1	4	0	-5	0	8	1

Some of the entries above, set out differently.
21: O=c1[nH]c(N2CCCCCC2)nc2ncn(Cc3ccccc3)c12
  TDP2 absorb: 8
  DDE Tn7 FP inh: 0
  ASAP1 inh: 1
  KLK7 zymogen act: -0.1
  PLC-gamma1 inh: -2
  LEDGF integ inh: -7
  ADAM17 inh: -2
  ARFGAP1 inh: -10
  DDE Tn6 FP inh: -7
  ADAM10 inh: -3

22: O=C(CCN1C(=O)C2CC=CCC2C1=O)N1CCN(c2ccccn2)CC1 (configuration not stated)
  TDP2 absorb: 5
  DDE Tn7 FP inh: -2
  ASAP1 inh: -1
  KLK7 zymogen act: -0.1
  PLC-gamma1 inh: 0
  LEDGF integ inh: -2
  ADAM17 inh: -8
  ARFGAP1 inh: 0
  DDE Tn6 FP inh: 4
  ADAM10 inh: -9

23: COC(=O)c1cc(NC(=O)CC2NC3CCCCC3NC2=O)cc(C(=O)OC)c1 (configuration not stated)
  TDP2 absorb: -6
  DDE Tn7 FP inh: -7
  ASAP1 inh: 4
  KLK7 zymogen act: 0.8
  PLC-gamma1 inh: 1
  LEDGF integ inh: -3
  ADAM17 inh: -4
  ARFGAP1 inh: 2
  DDE Tn6 FP inh: 1
  ADAM10 inh: -6

24: Cc1ccc2cccc(OCC(=O)N3CC(C)CC(C)C3)c2n1 (configuration not stated)
  TDP2 absorb: -9
  DDE Tn7 FP inh: -6
  ASAP1 inh: 5
  KLK7 zymogen act: 1.0
  PLC-gamma1 inh: -23
  LEDGF integ inh: 3
  ADAM17 inh: -1
  ARFGAP1 inh: -6
  DDE Tn6 FP inh: -5
  ADAM10 inh: -18

Next section.
item	Structure	TDP2 absorb	DDE Tn7 FP inh	ASAP1 inh	KLK7 zymogen act	PLC-gamma1 inh	LEDGF integ inh	ADAM17 inh	ARFGAP1 inh	DDE Tn6 FP inh	ADAM10 inh
31	CN1CCN(c2ncccc2S(=O)(=O)N2CCCCC2)CC1	-1	7	-11	0.3	-2	-4	-1	2	7	0
32	CN(C)C(=O)C[n+]1ccc(/C=N/O)cc1	-4	-10	-14	0.7	3	0	4	0	0	3
33	Cc1cc(C(=O)N/N=C/c2cccc(Cl)c2Cl)no1	-7	-9	14	-0.1	-2	3	4	5	1	9
34	Cc1ccc(CN2CCC(N3CC(C)OC(C)C3)CC2)cc1 (configuration not stated)	25*	-3	5	-0.5	-1	0	-3	-2	8	-4
35	O=C(CCc1ccccc1)Nc1ncc2c(n1)CCCC2=O	3	2	5	-0.6	-2	0	-4	-6	1	-2
36	COC(=O)/C=C/c1ccc(-n2ccnc2)cc1	-3	3	7	0.0	-1	-3	0	-2	10	-4
37	CCC(=O)N(C1=C(NC(C)C)C(=O)c2ccccc2C1=O)C(C)C	3	1	-5	-0.4	-1	-2	-3	-2	0	-6
38	COc1ccc(-c2cc(C#N)nc(NN)n2)cc1	-16	-4	7	1.1	-3	4	2	9	-3	0
39	COc1ccc(CN2C(=O)[C@@](O)(c3cccn3C)c3cc(Br)ccc32)cc1	-6	-6	·	-0.1	3	5	2	·	6	11
40	CN1CCCC(CN2c3ccccc3Sc3ccccc32)C1 (configuration not stated)	2	-2	2	-0.1	2	-1	-5	15	5	-3
41	O=C(COC(=O)c1cnccn1)Nc1ncc(Cl)cc1Cl	-2	-5	9	-0.1	-16	0	-3	-1	5	-13
42	Cc1nc(SCC(=O)NCCc2ccccc2)c2c(=O)n(C)c(=O)n(C)c2n1	8	0	9	-0.3	0	-5	-4	0	-3	0
43	CCOC(=O)C1CCCN(C(=O)CC(C)c2ccccc2)C1 (configuration not stated)	-11	0	10	0.2	-1	-1	-3	22	-1	3
44	COc1ccc(/C=C2\NC(=O)C(C=NCc3ccccc3)=C2O)cc1	-5	0	10	-0.5	-25	-1	1	-12	0	-5
45	COc1cccc(C(O)c2nc(-c3cccc(C#N)c3)cs2)c1 (configuration not stated)	2	4	-2	-0.1	-2	-1	-3	0	-3	-2
